# Screens from PubChem BioAssay.
# TexasRed fluor: Texas Red fluorescence interference in TRb-SRC2 counter-screen; TRb/SRC2 Texas Red total fluorescence interference; Potency, µM (highest dose often 106 µM), for inactives: top-dose fluorescence change, negative = quenching; 280,000 compounds, 0.29% hits; active = well fitted curve in either direction with a large enough effect; inconclusive = small, poorly fitted or top-dose-only effect
#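 Flags fluorescent or light-absorbing compounds by total fluorescence, S + 2P, at 555 nm excitation and 632 nm emission. Mixture: 20 nM Texas Red SRC2 peptide, 0.6 uM human TRb LBD, 1 uM T3, 5% DMSO; compound exposure 5 h at ambient temperature.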
# TRb-SRC2 inh: TRbeta-SRC2 interaction inhibition; P10828; TRbeta-SRC2 peptide binding, fluorescence polarization; receptor liganded with 1 µM T3; Potency, µM (series often up to 106 µM), for the others: top-dose activity change, negative = inhibition, hits mostly inhibitors; 280,000 compounds, 0.065% hits; AID 1469;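 also: plate controls were bound peptide for no effect and peptide without receptor for full effect; nearly all actives have a fitted effect of over 50% in size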
# Target sequence (P10828 whole entry, looked up): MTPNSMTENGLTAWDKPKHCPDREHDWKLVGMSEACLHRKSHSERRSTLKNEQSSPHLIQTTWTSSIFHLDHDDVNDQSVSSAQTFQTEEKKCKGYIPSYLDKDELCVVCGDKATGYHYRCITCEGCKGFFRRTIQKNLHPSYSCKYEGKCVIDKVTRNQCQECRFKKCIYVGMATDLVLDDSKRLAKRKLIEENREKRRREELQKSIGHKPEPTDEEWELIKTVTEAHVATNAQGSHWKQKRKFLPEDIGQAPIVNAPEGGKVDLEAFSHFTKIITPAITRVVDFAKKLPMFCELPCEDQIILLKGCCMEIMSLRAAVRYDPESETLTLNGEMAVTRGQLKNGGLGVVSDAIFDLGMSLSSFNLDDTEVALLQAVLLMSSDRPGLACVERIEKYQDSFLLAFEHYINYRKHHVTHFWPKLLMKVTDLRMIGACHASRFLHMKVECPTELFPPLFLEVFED
#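 Human TRb ligand-binding domain (0.6 uM) is mixed with 20 nM Texas Red SRC2 peptide and 1 uM T3; after compound addition and 5 hr at ambient temperature, polarization is measured and normalized to unbound and bound controls.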
# RECQ1 inh: blocks DNA unwinding by human RECQ1; 240,000 compounds, 0.54% hits; Potency, µM (titrated, usually from 57.3 µM), for the others: at the highest dose activity, negative = inhibition, most hits filed as inhibitors; P46063; RECQ1 DNA unwinding, red fluorescence kinetic read;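 also: plate controls were vehicle for no effect and no enzyme for full effect; nearly all actives have a fitted effect of over 30% in size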
# Target sequence (P46063 whole entry, looked up): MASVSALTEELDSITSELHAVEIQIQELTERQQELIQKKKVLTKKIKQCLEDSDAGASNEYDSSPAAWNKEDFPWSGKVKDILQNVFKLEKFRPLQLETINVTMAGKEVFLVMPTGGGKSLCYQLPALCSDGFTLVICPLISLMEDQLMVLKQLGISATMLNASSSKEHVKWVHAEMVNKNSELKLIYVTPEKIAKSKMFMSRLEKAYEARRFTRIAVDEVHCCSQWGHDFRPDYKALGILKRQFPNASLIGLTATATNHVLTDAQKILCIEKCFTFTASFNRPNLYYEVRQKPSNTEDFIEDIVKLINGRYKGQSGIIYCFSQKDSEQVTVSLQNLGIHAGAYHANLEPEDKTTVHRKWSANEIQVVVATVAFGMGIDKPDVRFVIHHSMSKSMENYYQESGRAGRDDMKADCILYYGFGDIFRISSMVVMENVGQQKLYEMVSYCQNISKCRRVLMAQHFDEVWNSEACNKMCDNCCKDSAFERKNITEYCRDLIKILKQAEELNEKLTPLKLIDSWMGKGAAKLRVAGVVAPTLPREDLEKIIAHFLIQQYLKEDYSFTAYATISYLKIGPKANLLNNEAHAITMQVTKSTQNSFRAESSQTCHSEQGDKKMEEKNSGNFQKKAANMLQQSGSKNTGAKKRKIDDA
#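 RECQ1T1 50 nM; forked duplex (20 bp + 30-nt ss tails) 200 nM, ATP 2 mM final; pH 8.0, 2 mM MgCl2, 2.5 ug/ml poly(dI-dC); 15 min compound preincubation; discontinuous kinetic read over 2 h at RT.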
# GAA glycogen: GAA glycogen-cleavage inhibition or activation | 300,000 compounds, 0.38% hits | Potency, µM (highest dose often 76.4 µM), inactives show at the top dose activity change, negative = inhibition, hits mostly inhibitors | recombinant GAA, glycogen substrate, Amplex Red glucose oxidase fluorescence;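 also: 0% = full enzyme reaction and -100% = no-enzyme basal signal; the screen sought inhibitors and activators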
#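 qHTS, 1536-well; enzyme 4 nM final; cpd up to 77 uM; substrate bovine liver glycogen 30 ug; 50 mM citrate/phosphate pH 5.0, 0.01% Tween-20; 37 C, 40 min; Amplex Red detection 45 min RT; Hill fit → AC50.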
# GAA inh: alpha-glucosidase (human) inhibition. P10253. purified human GAA, 4-MU-alpha-glucoside fluorescence. AID 1466. Potency, µM (doses to about 76.9 µM), for the others: top-dose activity change, negative = inhibition, actives largely listed as inhibitors. 200,000 compounds, 0.005% hits;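 also: plate controls were uninhibited enzyme wells for no effect and no-enzyme background for full effect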
#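 Activity normalized between no-enzyme (basal) and enzyme-only wells. Conditions: 4 nM human enzyme, 400 uM fluorogenic substrate, citrate/phosphate pH 5.0 with Tween-20, 20 min room temperature, compounds up to 77 uM.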
# GoLoco inh red: inhibitors of human Gai1-RGS12 GoLoco interaction (red fluorophore). 230,000 compounds, 0.44% hits. Gai1:RGS12 GoLoco peptide FP, rhodamine, 10 min. Potency, µM (doses to about 61.6 µM), without a hit: at the top dose activity, negative = inhibition, hits mostly inhibitors. AID 880; active = well fitted inhibition curve with a large enough effect, not every such curve was filed as active; inactive = no such curve, though single readings can be large or run the other way; also: nearly all actives have a fitted effect of over 30% in size; many of its hits are not listed in these tables
# aGlu spleen mod: inhibits or activates alpha-glucosidase in human spleen homogenate; P10253; human spleen homogenate, 4-MU-alpha-glucoside fluorescence; Potency, µM (doses to about 79.9 µM), without a hit: top-dose activity change, negative = inhibition, hits mostly inhibitors; 240,000 compounds, 0.006% hits; AID 2112;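 also: 0% = enzyme with vehicle and -100% = no enzyme basal signal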
#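 Enzyme source: human spleen homogenate, 1 ug/well. Buffer 50 mM citric acid/K phosphate pH 5.0, 0.01% Tween-20. 4-MU-alpha-glucoside 1 mM; 37 C x 40 min; NaOH/glycine stop; fluorescence.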
# L3MBTL1 block: inhibitors of human L3MBTL1. Q9Y468. AlphaScreen L3MBTL1–H3K9me1 peptide binding. Potency, µM (series often up to 57.1 µM), for the others: top-dose activity, negative = inhibition, usual class: inhibitors. 230,000 compounds, 0.66% hits; also: nearly all actives have a fitted effect of over 60% in size
#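 AlphaScreen assay: L3MBTL1 (50 nM final) was preincubated 30 min at room temperature with biotinylated H3(1-15)K9me1 peptide (75 nM final), then 30 min with library compounds; streptavidin donor and nickel chelate acceptor beads (10 ug/mL final) added, 30 min dark.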
# * marks the source's active call; other numbers are inactive results; i = inactive; u = inconclusive; x = not tested or not shown; [ ] = another dose, or the depositor's remark. Unless noted, calls follow the shape of the dose curve; as a rule, active = well fitted curve in the direction sought with a large enough effect; inconclusive = small, poorly fitted or top-dose-only effect, or another doubt; inactive = no such curve, though single readings can be large; an effect the other way counts as inactive or inconclusive. Unless noted, % is scaled to controls: 0 for no effect and ±100 for the full control effect; potency is read from the fitted curve at half-maximal effect. A portion of the library (hit frequency here may not be typical).
SMILES,TexasRed fluor,TRb-SRC2 inh,RECQ1 inh,GAA glycogen,GAA inh,GoLoco inh red,aGlu spleen mod,L3MBTL1 block
Cc1cccc(C)c1NC1=NC(=S)N(c2ccc(N(C)C)cc2)C1(C)C,-1%,-6%,-14%,-8%,0%,-15%,-5%,2%
Cc1ccc(N2C(=O)CSC2c2ccc3c(c2)OCO3)cc1 (stereo unspecified),-1%,-3%,i,-7%,-12%,-2%,1%,x
O=C(CNC(=O)c1ccco1)OCC(=O)c1cccc2ccccc12,2%,-16%,10%,4%,-1%,-4%,-10%,x
CCOC(=O)c1cc(-c2ccccc2)sc1NC(=S)Nc1cccc(C)n1,-1%,1%,0%,-5%,-10%,-9%,-3%,1%
Nc1ccc(Cl)c[n+]1Cc1cccc2cccnc12,-1%,-10%,-9%,4%,x,2%,2%,x
O=C(CC(c1ccco1)C1CCCCC1=O)c1ccccc1 (stereo unspecified),1%,2%,-12%,1%,-8%,10%,0%,x
Cc1oc2cc(OC(=O)c3ccco3)ccc2c(=O)c1-c1nc2ccccc2n1C,5%,-4%,-5%,5%,5%,6%,-1%,-3%
O=[N+]([O-])c1ccccc1/C=C/C=N/Nc1nc(N2CCCCC2)nc(N2CCCCC2)n1,-1%,-7%,i,-5%,1%,8%,-13%,-13%
COC(=O)c1ccc(NC(=S)NNC(=O)c2ccccc2)cc1,-3%,4%,i,u,7%,9%,0%,5%
CS(=O)(=O)N1CCN(C(=O)C2c3ccccc3Oc3ccccc32)CC1,0%,-18%,0%,-2%,-10%,-7%,-18%,-1%
COc1ccc(CCN(C)C(=O)CCc2nnc(-c3ccccc3)o2)cc1OC,-7%,-7%,i,-4%,2%,18%,-8%,52%[activator]
CC1=C(C(=O)OC(C)C)C(c2ccccn2)n2ncnc2N1 (stereo unspecified),-1%,-2%,-1%,1%,-2%,-3%,-8%,9%
CCOC(=O)CNC(=O)CSc1ccc2nnc(-c3cccnc3)n2n1,2%,-5%,0%,0%,-5%,0%,-4%,x
Cc1ccc2nc(-c3ccc4c(c3)NC(=O)CO4)cn2c1,-1%,-1%,-8%,-6%,x,8%,2%,7%
CCOC(=O)c1ccc(NC(=S)N2CCN(S(C)(=O)=O)CC2)cc1,-3%,-4%,-5%,8%,0%,5%,-3%,x
CCOc1cccc(CNc2ccc(O)cc2)c1OCc1ccccc1Cl,1%[11.2 µM],2%[11.2 µM],i,6.3µM*,-1%,-27%,-2%,40µM*
Cc1ccc(S(=O)(=O)Cn2nnnc2C(c2ccccc2)N2CCN(c3ncccn3)CC2)cc1 (stereo unspecified),-1%,-3%,-18%,1%,u,0%,-1%,-6%
CCCC(=O)NC(Nc1ccccc1OC)C(Cl)(Cl)Cl (stereo unspecified),-2%,-3%,-3%,u,-4%,3%,-4%,1%
Cc1ccc(NC(=O)CN2C(=O)S/C(=C/c3ccc(-c4cccc(C(=O)O)c4)o3)C2=O)cc1,-2%,-3%,i,-9%,14%,5%,-10%,35µM*
CC1CN(C2=CC(=O)CCC2)CC(C)O1 (stereo unspecified),-1%,14%,-8%,6%,-1%,4%,-6%,5%
Cc1sc2nc3n(c(=O)c2c1C)CCCS3,-3%,-10%,0%,5%,-6%,4%,-1%,-3%
CCN1CCN(c2ccc(N=Cc3ccccc3O)cc2)CC1,3%,1%,-14%,u,5%,-2%,2%,-3%
Cc1ccc(S(=O)(=O)N2CCC(C(=O)N[C@H](C(=O)NC3CCS(=O)(=O)C3)C(C)C)CC2)cc1 (stereo partly specified),-1%,-10%,-2%,2%,-6%,2%,-18%,-6%
COc1ccc(S(=O)(=O)N(C)CC(=O)N2CCC(C(N)=O)CC2)cc1Cl,-7%,4%,-1%,1%,2%,8%,-21%,x
CC(C)(CO)NCC(=O)Nc1cc(C(F)(F)F)cc(NC(=O)CNC(C)(C)CO)c1Cl,0%,8%,i,-7%,14%,-2%,0%,6%

# (list continues)
SMILES,TexasRed fluor,TRb-SRC2 inh,RECQ1 inh,GAA glycogen,GAA inh,GoLoco inh red,aGlu spleen mod,L3MBTL1 block
C/C(=N\NC(=O)c1ccccc1C)c1ccc(NC(=O)c2cccs2)cc1,0%,5%,-9%,10%,-4%,8%,3%,0%
CCN(CC)S(=O)(=O)c1ccc(Cl)c(C(=O)OCC(=O)c2c(N)n(C)c(=O)n(C)c2=O)c1,-1%,1%,-18%,4%,x,8%,-2%,-2%
O=C(CCN1CCc2ccccc2C1)Nc1ccc2c(c1)OCO2,-5%,0%,3%,4%,-1%,-9%,-3%,3%[11.4 µM]
Cn1ncc(Cl)c(Oc2ccccc2)c1=O,-1%,-3%,i,0%,-4%,0%,-6%,3%
N#CC1(Nc2ccccc2)C(=O)Nc2ccccc21 (stereo unspecified),-1%,-2%,-9%,2%,-3%,5%,-2%,x
O=C(CCc1ccccc1)N/N=C/c1cccc([N+](=O)[O-])c1,-1%,0%,-4%,12%,14%,9%,4%,-1%
CCOC(=O)N1CCN(Cc2c(F)cccc2Cl)CC1,1%,3%,-6%,2%,4%,-6%,-3%,4%
O=C(NCc1cccc(F)c1)c1ccc(N2C(=O)Cn3c(cc4sccc43)C2=O)cc1,3%,12%,-2%,8%,7%,16%,-5%,-4%
Cn1ncc(SCc2ccccc2)c(Cl)c1=O,0%,3%,-9%,-2%,u,0%,-11%,1%
CCc1ccccc1NC(=O)Nc1ccc(F)cc1,-1%,3%,-4%,11%,-6%,-3%,-10%,2%
O=C(CCc1nc(-c2cccs2)no1)NCc1ccc(F)cc1Cl,-1%,-3%,-5%,0%,-6%,8%,-4%,x
COc1ccc(C(CC(=O)c2ccccc2)CC(=O)c2ccccc2)cc1,-1%,8%,-24%,-7%,x,-2%,-3%,30%[activator]
COc1ccccc1C(O)(C(=O)NN(C(=O)c1ccccc1)c1ccccc1C)c1cccs1 (stereo unspecified),0%,-6%,-2%,7%,-8%,13%,-1%,1%
COc1ccccc1C(=O)C1CCCN(C(=O)c2cccnc2SC)C1 (stereo unspecified),-2%,5%,i,3%,9%,5%,-2%,2%
C=C(C)C1CC=C(C)/C(=N/NC(=O)COc2ccc(C)cc2)C1 (stereo unspecified),0%,8%,-1%,7%,-3%,-5%,-4%,2%
CCOC(=O)Nc1ccc(C)cc1Br,2%,1%,i,1%,5%,-2%,0%,6%
CCOc1ccc(-c2cc(CCCC(=O)NCCC(C)C)no2)cc1,-2%,5%,i,-1%,4%,14%,1%,x
CC1=CS/C(=C(/C#N)C(=O)N2CCOCC2)N1c1ccccc1,-5%,-2%,i,10%,-9%,5%,-3%,4%
Cc1ccc(C(C(=O)NC2CCCC2)N(C(=O)CCC(=O)Nc2cc(C)on2)c2ccccc2)cc1 (stereo unspecified),-1%,2%,3%,-5%,-6%,0%,-2%,1%
Cc1ccc(C)c(NS(=O)(=O)c2ccc(OCC(=O)N3CCCC3)cc2)c1,-1%,3%,16%,-8%,2%,-3%,-4%,x
COC(=O)CCCC1=CC2=CC(=O)C(C)(OC(=O)c3cccs3)C(=O)C2=CN1C1CCCC1 (stereo unspecified),-1%[11.2 µM],4%[11.2 µM],-6%[11.5 µM],6%,x,0%[14.2 µM],1%[17.4 µM],x
COc1cc2[nH]c(=O)n(CCC(=O)N3CCN(c4cc(Cl)ccc4C)CC3)c(=O)c2cc1OC,-4%,4%,-1%,2%,-2%,9%,-11%,-1%
CC(=O)OCC(OC(C)=O)C(OC(C)=O)C(OC(C)=O)C(=O)Nc1cccc(C)c1 (stereo unspecified),-3%,-6%,-9%,0%,-3%[15.4 µM],4%,-9%,x
CN(C)c1ccc(/C=C(\C#N)C(=O)Nc2nc3c(s2)CCN(Cc2ccccc2)C3)cc1,-3%,-1%,-13%,-5%,1%,119%[activator],-1%,x
CC(=O)Nc1nonc1C(=O)N1CCC(C)CC1,0%,-16%,i,3%,1%,4%,-1%,-15%

# Exported with values under each structure: entries from further up.
# The line under a structure holds: TexasRed fluor	TRb-SRC2 inh	RECQ1 inh	GAA glycogen	GAA inh	GoLoco inh red	aGlu spleen mod	L3MBTL1 block
Cc1cccc(C)c1NC1=NC(=S)N(c2ccc(N(C)C)cc2)C1(C)C
    -1%	-6%	-14%	-8%	0%	-15%	-5%	2%
CCCC(=O)NC(Nc1ccccc1OC)C(Cl)(Cl)Cl (stereo unspecified)
    -2%	-3%	-3%	u	-4%	3%	-4%	1%
COc1ccccc1C(=O)C1CCCN(C(=O)c2cccnc2SC)C1 (stereo unspecified)
    -2%	5%	i	3%	9%	5%	-2%	2%
CCc1ccccc1NC(=O)Nc1ccc(F)cc1
    -1%	3%	-4%	11%	-6%	-3%	-10%	2%

# (further entries)
SMILES,TexasRed fluor,TRb-SRC2 inh,RECQ1 inh,GAA glycogen,GAA inh,GoLoco inh red,aGlu spleen mod,L3MBTL1 block
C=CCOC(=O)C1=C(C)NC(=S)NC1/C=C/c1ccccc1 (stereo unspecified),0%,8%,-4%,-9%,-1%,18%,-11%,-3%
O=C(Cn1cc(C(=O)C2CC2)c2ccccc21)NCc1ccccc1,-1%,11%,2%,4%,-30%,3%,-7%,16%[11.4 µM]
N#C/C(=C(/O)COC(=O)c1cccnc1Cl)c1nc2ccccc2[nH]1,-1%,-6%,-3%,-7%,5%,26%,3%,21%
Fc1ccc(-c2nc(-c3cccs3)[nH]c2-c2ccc(F)cc2)cc1,-5%,-21%,i,-3%,-1%,15%,-3%,-21%
Cc1cnc(SCc2ccc(Cl)cc2Cl)[nH]c1=O,-8%,-4%,i,2%,x,-4%,0%,x
OC(c1ccccn1)C1CCN(Cc2nc(C(c3ccccc3)c3ccccc3)no2)CC1 (stereo unspecified),0%,-5%,-13%,8%,-14%,11%,-1%,-3%
Cc1ccc(NS(=O)(=O)c2ccc(OCC(=O)NCC3CCCO3)cc2)cc1 (stereo unspecified),0%,-3%,0%,8%,-1%,6%,1%,1%
COc1ccc(-c2cccc(-c3cc(=O)oc4ccc(C(C)(C)C)cc34)c2)cc1,0%,4%,i,x,x,6%[88.7 µM],1%[119 µM],-7%
